MsrA inh = inhibits bovine methionine sulfoxide reductase A; purified bovine MsrA, absorbance read-out; inhibition, % at 15.5 µM; 360,000 tested, 0.75% active; in the data active = inhibition above about 4.5%;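 also: 0% = vehicle wells with enzyme and 100% = reference inhibitor wells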
PABP1 MLLE inh = inhibitors of microRNA-mediated deadenylation, human PABP1 MLLE binding; inhibition, % at 20 µM; 360,000 tested, 0.36% active; GST-MLLE / FITC-PAM2 fluorescence polarization; P11940; in the data active = inhibition above about 35%, passing the limit was not always enough;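 also: plate controls were DMSO wells with GST-MLLE for no effect and wells lacking GST-MLLE protein for full effect; some results filed as inactive read as strong as hits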
Neddylation inh = inhibitors of human cullin neddylation; TR-FRET cullin neddylation, biochemical; calls only at 25 µM; 360,000 tested, 0.58% active; AID 651699; in the data active = inhibition above about 36%
Target sequence (P61081 whole entry, looked up): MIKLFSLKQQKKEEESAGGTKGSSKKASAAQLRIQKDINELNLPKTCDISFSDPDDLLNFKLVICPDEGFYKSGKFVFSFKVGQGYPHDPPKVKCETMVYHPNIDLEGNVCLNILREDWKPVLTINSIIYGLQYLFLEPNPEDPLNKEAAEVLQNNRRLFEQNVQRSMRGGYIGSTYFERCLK
Target sequence (Q13564 whole entry, looked up): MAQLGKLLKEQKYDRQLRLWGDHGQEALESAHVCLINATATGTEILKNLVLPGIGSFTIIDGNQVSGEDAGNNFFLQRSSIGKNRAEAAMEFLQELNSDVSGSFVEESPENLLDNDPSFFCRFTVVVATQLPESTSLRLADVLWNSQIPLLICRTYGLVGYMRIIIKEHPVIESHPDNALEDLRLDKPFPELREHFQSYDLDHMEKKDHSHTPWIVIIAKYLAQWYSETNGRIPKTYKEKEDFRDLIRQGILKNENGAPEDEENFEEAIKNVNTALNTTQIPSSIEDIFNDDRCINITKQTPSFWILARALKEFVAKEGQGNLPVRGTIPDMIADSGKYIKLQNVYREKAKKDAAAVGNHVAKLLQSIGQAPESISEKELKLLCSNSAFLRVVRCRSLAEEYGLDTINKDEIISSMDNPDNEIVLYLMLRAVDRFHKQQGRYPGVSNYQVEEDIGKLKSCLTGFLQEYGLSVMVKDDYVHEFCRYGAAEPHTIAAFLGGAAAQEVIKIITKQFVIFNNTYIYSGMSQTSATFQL
CSN deneddyl inh = CSN deneddylation inhibition; Q92905; AID 651999; 360,000 tested, 0.38% active; Purified CSN, SCF-Nedd8-OG deneddylation, fluorescence polarization; inhibition, % at 12.5 µM;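 active = pattern-corrected inhibition above about 35%, with an unprinted fluorescence ratio check between 0.5 and 1.5, limit read from the data, passing the limit was not always enough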;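 also: 0% = enzyme with substrate and 100% = substrate without enzyme; some results filed as inactive read as strong as hits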
Target sequence (Q92905 whole entry, looked up, one chain of several): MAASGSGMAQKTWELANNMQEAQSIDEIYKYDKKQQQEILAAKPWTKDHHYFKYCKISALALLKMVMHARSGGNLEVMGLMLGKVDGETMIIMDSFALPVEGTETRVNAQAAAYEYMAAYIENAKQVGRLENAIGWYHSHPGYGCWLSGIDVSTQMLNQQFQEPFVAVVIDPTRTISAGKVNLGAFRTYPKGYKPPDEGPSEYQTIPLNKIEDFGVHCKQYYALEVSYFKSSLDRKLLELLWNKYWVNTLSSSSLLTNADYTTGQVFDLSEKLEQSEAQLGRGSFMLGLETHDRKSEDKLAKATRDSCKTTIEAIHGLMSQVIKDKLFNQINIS
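Assay system: purified human Csn5 enzyme expressed in HEK293T cells; Input: 0.24 nM Csn5 enzyme, final concentration; Reagent: 10 nM SCFSkp2-Nedd8OG; Compound dosing: 12.5 µM single point; Times: reaction 90 min, room temperature; Technique: fluorescence polarization readout.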
eLon inh = E. coli protease La inhibition; AID 602123; inhibition, % at 7.94 µM; purified E. coli Lon protease, fluorescence polarization; 360,000 tested, 0.42% active; P0A9M0; in the data active = inhibition above about 13%, passing the limit was not always enough;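 also: 0% = enzyme with probe and DMSO and 100% = no enzyme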
FAS TE block = inhibitors of human fatty acid synthase thioesterase domain | AID 602261 | P49327 | inhibition, % at 15 µM | recombinant FAS-TE, OMFH fluorogenic substrate, fluorescence endpoint | 360,000 tested, 0.67% active;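 active = compounds whose normalised, plate-corrected inhibition of enzyme fluorescence in the single-dose primary screen is 50% or more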;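 also: 0% = DMSO with enzyme and 100% = substrate without enzyme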
Rin1 Abl inh = inhibitors of human Rin1-Abl protein interaction; P00519+Q13671; TR-FRET Rin1/Abl binding, biochemical; inhibition, % at 7.35 µM; 360,000 tested, 0.4% active; AID 588664; in the data active = inhibition above about 5%, passing the limit was not always enough
MsrA act = activates bovine MsrA enzyme. purified bovine MsrA, absorbance read-out. activation, % at 10.6 µM. 360,000 tested, 0.3% active. AID 602163; in the data active = activation above about 7.5%;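 also: 0% = vehicle and 100% = reference activator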
Tb MetRS inh = Trypanosoma brucei MetRS inhibition | inhibition, % at 11.9 µM | purified T. brucei MetRS, ATP depletion, Kinase-Glo luminescence | AID 624268 | 360,000 tested, 0.4% active;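 active = inhibition above a per-plate cutoff of the control wells' mean inhibition plus 3 SD, cut at about 5.5% in these data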;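 also: 0% = DMSO wells median and 100% = median of wells with control inhibitor compound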
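Assay system: T. brucei methionyl-tRNA synthetase, purified | Medium: HEPES buffer with MgCl2, KCl, DTT, spermine, BSA, pyrophosphatase | Compound: 11.9 µM single point | Incubation: 15 min enzyme-compound preincubation, 2 h reaction, 10 min detection, 25 °C | Measured by: Kinase-Glo luciferase luminescence reporting remaining unconsumed ATP | Measure: % inhibition normalized to control-well medians | Replication: Singlicate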
* hit, by the source's call; i = inactive; . = not tested or not shown.

SMILES	MsrA inh	PABP1 MLLE inh	Neddylation inh	CSN deneddyl inh	eLon inh	FAS TE block	Rin1 Abl inh	MsrA act	Tb MetRS inh
Cc1cc(C)cc(NC(=O)CSc2nc3c(c(=O)[nH]2)CN(Cc2ccc(F)cc2)CC3)c1	0.5	10	i	-4	15	-5	-3	-2	-0.9
Cc1ccc2c(c1)[C@H]1[C@H](CO2)[C@H](c2ccccc2)[C@]2(C)C(=O)Nc3cc(F)c(F)cc3C(=O)N12	1.2	4	i	1	-5	76*	0	-2	0.3
COCCNC(=O)Cn1cnc2c1c(=O)n(C)c(=O)n2C	-0.7	4	i	7	-4	-1	-4	-1	-0.6
COc1ccc(CCn2nnnc2C(CC(C)C)N2CCN(c3ncccn3)CC2)cc1OC (stereo not drawn)	-0.7	-8	i	-3	10	6	-4	-1	-0.9
Cc1cc(OCC(=O)Nc2ccc(OCc3ccccc3)cc2)nc(C(C)C)n1	-0.9	-10	i	1	-10	2	3	-4	-0.9
CC(=O)Nc1ccc(-c2ccnc3c2CC(C)(C(=O)Nc2ccc(Cl)cc2)O3)cc1 (stereo not drawn)	0.4	6	i	3	-13	13	-2	-2	-0.1
CSc1nc2nc3c(cc2c(=O)n1-c1ccccc1C)CCCC3	-0.2	7	i	-1	-5	-1	-7	-2	0.0
CCc1ccc2[nH]c(=O)c(Cc3ccccc3)c(O)c2c1	0.6	-2	i	8	-4	-7	-2	-4	-0.7
Clc1ccccc1-c1nnc2sc(-c3ccccn3)nn12	0.5	-5	i	5	-2	0	0	-2	0.5
COCCCn1c(=N)c(C(N)=S)cc2c(=O)n3cccc(C)c3nc21	1.5	22	.	-2	-7	-6	-3	-2	0.0
CCc1c(C(=O)Nc2ccc(S(=O)(=O)N3CCOCC3)cc2)csc1C	0.6	4	i	-1	-1	22	-1	-4	-0.3
CC(=O)Nc1nc2n(n1)C(c1ccc(F)cc1)C=C(c1ccccc1)N2 (stereo not drawn)	0.2	34	.	8	10	-4	-6	-4	-0.1
CCc1noc(C)c1C(=O)NNC(=O)c1nn(C)c(=O)c2ccccc12	-0.3	17	i	2	-1	-2	0	-8	-0.7
COc1ccc(-c2cc(C(=O)N3CC4(C)CC3CC(C)(C)C4)no2)cc1 (stereo not drawn)	-0.5	-2	i	0	-1	36	1	-4	-1.0
CN(Cc1cnccn1)C(=O)C1CCC(=O)N(CCc2ccc(Cl)cc2)C1 (stereo not drawn)	0.0	-3	i	-2	-2	-4	3	-2	-0.1
COc1ccc(NC(=O)CN2CCN(C(C)=O)CC2)cc1S(=O)(=O)N1CCOCC1	-1.1	-6	i	-13	-20	-4	-1	-1	-0.3
CCCN(CC(=O)Nc1ccc(F)c(F)c1F)C(=O)C1CC(=O)N(Cc2ccccc2)C1 (stereo not drawn)	-0.7	-39	i	-6	9	-2	5	-14	-0.9
Cc1nnc(SCC(=O)NC2CCS(=O)(=O)C2)n1Cc1ccccc1 (stereo not drawn)	-0.4	4	i	-5	-5	-8	2	-1	-0.1
NNC(=O)c1nn(-c2ccc(Cl)cc2)ccc1=O	2.5	2	i	-1	-1	-7	2	-2	-0.7
COc1cc(OCC(=O)NC(C)C)cc2c1C(=O)O[C@@H](C)CCCC(=O)CCCCC2	0.8	-1	i	3	7	-3	0	1	-0.4
CCN(CCn1cccn1)C(=O)c1cc(COc2ccccc2SC)on1	0.7	4	i	-1	-8	-2	-2	2	-0.4
CC(NC(=O)c1ccc(CS(C)(=O)=O)cc1)c1ccc(-c2ccccc2)cc1 (stereo not drawn)	-0.7	-18	i	0	-14	1	-1	-1	0.2
Cc1cc(C)n2cc(CSc3ncn[nH]3)nc2n1	-0.8	-10	.	3	-7	-7	3	-3	-0.1
CSCCC(NS(=O)(=O)c1ccc2ccccc2c1)C(=O)O (stereo not drawn)	-0.2	-4	i	-3	-6	-9	1	-10	-0.4
CSc1nc2ccc(NC(=O)C3CCCO3)cc2s1 (stereo not drawn)	2.7	-2	i	-4	1	-9	1	-6	0.0
Cc1noc(C)c1COc1ccc(C(=O)OCC(=O)Nc2ccc3c(c2)OCO3)cc1	0.4	-6	i	-7	-2	15	-1	2	0.5
Clc1nc(NCCN2CCOCC2)nc(NCc2ccccc2)n1	-0.4	-4	i	-1	-2	-11	2	-4	-0.2
COc1ccc(-c2noc(CN3CCN(c4ccccc4F)CC3)n2)cc1OC	-0.1	2	i	-2	-11	10	2	-10	1.3
O=C(CCc1nc(-c2ccccc2F)no1)NCCN1CCN(Cc2ccccc2)CC1	-0.1	-4	i	-5	0	-5	-1	2	-0.4
NNC(=O)CN1C(c2ccccc2)=Nc2ccc(Br)cc2C1c1ccccc1 (stereo not drawn)	2.6	5	i	6	9	0	-4	-1	0.2
Nc1c(C(=O)NCCN2CCOCC2)c2nc3ccccc3nc2n1-c1ccccc1	2.3	20	.	-3	-17	-2	-5	-3	-0.7
Cc1noc(C)c1C(=O)OCC(=O)NC1CC1	0.2	-8	i	-1	-10	-10	-1	-4	-1.1
COc1ccc(CC(=O)NCc2nnc(SCC(=O)Nc3cccc(F)c3)n2C)cc1	0.5	-16	i	8	-8	0	-8	-7	-0.4
CC(=O)c1cnn(-c2ccc(Cl)cc2)c1C	-0.1	13	i	5	2	2	1	-8	-0.8
COc1ccc(NC(=O)Nc2ccc(N(C)C)cc2)cc1	-0.5	6	i	1	-15	-6	-4	2	-0.6
CN(C)C(=O)NC(NC(=S)Nc1ccccc1)C(Cl)(Cl)Cl (stereo not drawn)	-1.4	25	i	8	0	-6	5	-2	-0.3
O=C(CS(=O)(=O)c1ccccc1)Nc1ccc(Cl)cn1	-0.7	-9	i	-1	5	-4	1	-5	-0.1
CCOC(=O)C1CCCN(C(=O)c2cc(-c3ccccc3)cs2)CC1 (stereo not drawn)	-0.2	-7	i	1	-7	12	-6	-3	-0.3
COc1ccc2[nH]c(C(=O)N3CCN(Cc4ccccc4)CC3)cc2c1OC	-0.1	1	i	2	3	-2	-1	0	-0.4
Cc1ccc(-c2nnc(N3CCCCC3)c3ccccc23)cc1S(=O)(=O)N(C)C	1.3	9	i	-1	-2	21	1	-1	-0.1
COc1ccc(C2NC(=O)NC(C)=C2C(=O)OC2CCCC(C)C2)cc1 (stereo not drawn)	0.8	1	i	-1	10	8	-1	-1	-0.5
CCc1ccc2[nH]c(=O)c(CN(CCCN3CCOCC3)C(=O)Nc3ccc(Cl)cc3)cc2c1	0.2	4	i	2	1	1	1	-3	-0.4
CC1(Oc2ccc(Cl)cc2)CCN(Cc2cccn2-c2nccs2)C1 (stereo not drawn)	2.6	11	i	4	-4	-4	-1	-4	-0.3
CCOC(=O)c1cc(-c2ccc(OC)cc2)n[nH]1	-0.7	-6	i	1	-3	-5	2	-1	-0.1
CSc1nnc(-c2sc(-c3ccccc3)nc2C)n1C	0.2	-67	.	1	-3	-7	0	-10	-0.7

Grouped by structure: the compounds so far with two or more sulfur atoms (five)
SMILES	MsrA inh	PABP1 MLLE inh	Neddylation inh	CSN deneddyl inh	eLon inh	FAS TE block	Rin1 Abl inh	MsrA act	Tb MetRS inh
CCc1c(C(=O)Nc2ccc(S(=O)(=O)N3CCOCC3)cc2)csc1C	0.6	4	i	-1	-1	22	-1	-4	-0.3
Cc1nnc(SCC(=O)NC2CCS(=O)(=O)C2)n1Cc1ccccc1 (stereo not drawn)	-0.4	4	i	-5	-5	-8	2	-1	-0.1
CSCCC(NS(=O)(=O)c1ccc2ccccc2c1)C(=O)O (stereo not drawn)	-0.2	-4	i	-3	-6	-9	1	-10	-0.4
CSc1nc2ccc(NC(=O)C3CCCO3)cc2s1 (stereo not drawn)	2.7	-2	i	-4	1	-9	1	-6	0.0
CSc1nnc(-c2sc(-c3ccccc3)nc2C)n1C	0.2	-67	.	1	-3	-7	0	-10	-0.7

Next section
SMILES	MsrA inh	PABP1 MLLE inh	Neddylation inh	CSN deneddyl inh	eLon inh	FAS TE block	Rin1 Abl inh	MsrA act	Tb MetRS inh
CC(OC(=O)/C=C/c1ccc2ccccc2n1)C(=O)Nc1ccc(S(N)(=O)=O)cc1 (stereo not drawn)	1.1	-27	i	2	-12	-2	-3	-3	-0.1
O=C(c1ccccn1)N1CCN(S(=O)(=O)c2ccc3ccccc3c2)CC1	-1.1	14	i	-1	3	-2	-5	-7	0.0
NC(=O)Nc1ccc(C(=O)OCC(=O)Nc2ccc([N+](=O)[O-])cc2C(F)(F)F)cc1	1.3	-51	i	1	-14	3	1	-4	0.7
CCOc1ccc(Cc2c(Cl)nc(N)nc2Cl)cc1	0.3	-3	i	1	5	0	-1	-1	-0.4
CCOc1cccc2c1OC(c1cc(OC)c(OC)c(OC)c1)N1N=C(c3ccc(C)o3)CC21 (stereo not drawn)	.	-134	i	22	-48	-3	2	-3	0.4
CCCCNC(=O)c1nc(C2CCN(S(=O)(=O)c3ccc(Cl)cc3)CC2)oc1-c1ccccc1	1.1	.	i	0	.	.	.	.	-0.4
O=C(NCCc1ccccc1)c1ccccc1SCC(=O)N1CCCC1	-0.2	1	i	4	-6	-10	1	6	-0.5
Cc1ccc(SCCN2CCN(C)CCC2=O)cc1	1.2	-2	i	-2	5	-10	1	0	-0.5
N#C/C(=C\C=C\c1ccccc1[N+](=O)[O-])c1nc(-c2ccc3c(c2)OCO3)cs1	1.1	-12	i	12	-11	-5	-4	-1	-0.2
O=C(OCCCc1cc2ccccc2c(=O)o1)c1ccc(C(F)(F)F)cc1	0.0	-8	i	1	-2	25	4	-6	-0.2
CC(C)Sc1nc(SCC(=O)NCc2ccco2)c2c3c(sc2n1)COC(C)(C)C3	1.6	-4	i	3	-11	14	-3	-1	-0.1
O=C(Cc1ccc(NC(=O)C2CCN(C(=O)C3CC3)CC2)cc1)Nc1cccc(C(=O)N2CCCCC2)c1	-1.2	-7	i	3	-9	-8	-2	-1	-0.4
CCOc1ccc(OCc2ccc(C(=O)N3CCCCC3)o2)cc1	-0.1	1	i	-3	-6	9	1	0	-0.3
CC(Oc1ccc(Cl)cc1Cl)C(=O)NNC(=O)C(=O)N1CCCCC1 (stereo not drawn)	-0.7	1	i	-1	-17	-8	0	-3	0.2
Cc1ccc2nc(SCC(=O)c3ccc(O)cc3O)[nH]c2c1	1.8	-99	i	6	-8	0	-3	-5	1.3
COc1cc(C(=O)N(CCN(C)C)CC2CCCN(Cc3ccccc3F)C2)ccc1C (stereo not drawn)	-0.5	-1	i	-2	-2	-5	-1	-1	-0.3
CCn1ncc(/C=N\NC(=O)COc2cc(C)cc(C)c2)c1C	-0.5	-11	i	5	0	-6	-1	-5	-0.1
CC(OC(=O)Cc1c[nH]c2ccccc12)C(=O)Nc1ccc(S(N)(=O)=O)cc1 (stereo not drawn)	-0.1	-8	i	-4	-2	-7	-2	-1	0.7
COc1ccc(OC)c(NC(=O)CN2c3cccc4cccc(c34)S2(=O)=O)c1	0.4	-5	i	1	2	23	5	-5	-0.5
CCOc1ccccc1C1C(C(N)=O)=C(C)Nc2nc(-c3ccc(OC)cc3)nn21 (stereo not drawn)	0.3	-6	i	1	-4	-1	-1	1	-1.1
O=C(N/N=C/c1ccncc1)c1cc(C2CC2)nc2ccccc12	.	2	i	0	-7	-4	-1	-3	-0.2
CCn1c(N)c(C(=O)NC)sc1=S	2.2	35	i	9	-4	0	-3	0	0.1
O=C(CN1C(=O)COc2ccccc21)N1CCN(c2ccccc2F)CC1	1.3	6	i	5	-7	-8	1	-3	-1.2
CCOC(=O)N1CCN(C(=O)CSc2nnc(-c3ccccc3OC)o2)CC1	-0.2	-5	i	0	-8	0	-1	0	-1.2

Compound activity from PubChem BioAssay.
